MmCpn inh: M. maripaludis TRiC chaperonin inhibition | purified Mm-Cpn ATPase, ADP Transcreener TR-FRET | Potency, µM (highest dose often 76.9 µM), without a hit: at the highest dose activity, negative = inhibition, hits mostly inhibitors | 0.031% of 330,000 active; note: potency is the fitted concentration of half-maximal effect; % is set by controls: 0 for no effect and ±100 for the full control effect; nearly all actives have a fitted effect of over 80% in size
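Purified archaeal Mm-CPN (25nM final) preincubated 10 min at 37degC with compound, then 10uM ATP for 30 min at 37degC; ADP measured by HTRF Transcreener TR-FRET; buffer 30 mM TRIS pH 7.4, 100mM KCl, 5mM MgCl2, 1mM DTT.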
EPAC1 antagonist: EPAC1 (human) antagonism; O95398; EPAC1 GEF assay, Rap1b-BODIPY-GDP exchange fluorescence; Potency, µM (top dose mostly 115 µM), for the others: at the top dose activity change, negative = inhibition, usual class: inhibitors; 0.14% of 360,000 active;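 note: potency is the fitted concentration of half-maximal effect; plate controls were vehicle for no effect and positive control for full effect; nearly all actives have a fitted effect of over 50% in size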
CCT chaperon mod: modulators of cytosolic chaperonin (CCT/TRiC) activity. AID 651819. 0.3% of 360,000 active. activity change, % (no concentration beside the values), hits read low. purified chaperonin ATPase assay, HTRF ADP detection, 30 min; in the data active = activity change below about -30%; note: % is set by controls: 0 for no effect and ±100 for the full control effect
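Nucleotide hydrolysis assay: TRiC at 20–40 nM final (set by batch activity) with 10 uM ATP, 30 min at 37 °C, in presence of 76 uM compound. Detection by competitive ADP HTRF, 30 min ambient.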
EPAC2 antag: blocks human EPAC2 exchange factor. 0.18% of 360,000 active. Potency, µM (highest dose often 114 µM), inactives show top-dose activity, negative = inhibition, most hits filed as inhibitors. EPAC2 GEF exchange of Rap1B-BODIPY-GDP, fluorescence. Q8WZA2; note: potency is the fitted concentration of half-maximal effect; % is set by controls: 0 for no effect and ±100 for the full control effect; nearly all actives have a fitted effect of over 45% in size; many of its hits are not listed in these tables
PI5P4K alpha inh: blocks human PI5P4K alpha kinase activity; max response, %; 1.2% of 330,000 active; PI5P4Kalpha enzyme, ADP-Glo luminescence, 60 min; hits give low values; P48426; active = max response of -50% or lower; inconclusive = between -30% and -50%; inactive = -30% or higher; note: value at the top dose of about 77 µM; % is set by controls: 0 for no effect and ±100 for the full control effect
Target sequence (P48426 whole entry, looked up): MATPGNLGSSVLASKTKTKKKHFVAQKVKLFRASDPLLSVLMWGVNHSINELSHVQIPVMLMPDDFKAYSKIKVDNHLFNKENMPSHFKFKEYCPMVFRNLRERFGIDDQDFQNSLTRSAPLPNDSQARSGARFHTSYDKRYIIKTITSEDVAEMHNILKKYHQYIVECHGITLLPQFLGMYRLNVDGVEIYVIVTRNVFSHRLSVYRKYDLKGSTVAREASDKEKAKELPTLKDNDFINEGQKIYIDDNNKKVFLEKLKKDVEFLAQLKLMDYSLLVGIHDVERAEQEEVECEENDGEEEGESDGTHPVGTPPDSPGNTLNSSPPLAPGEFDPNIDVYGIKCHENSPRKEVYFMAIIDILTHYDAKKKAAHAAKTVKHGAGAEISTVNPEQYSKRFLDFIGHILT
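Compounds were pin-transferred onto PI5P4Kalpha and substrate in HEPES pH 7.4 buffer with EGTA, CHAPS and 5% DMSO. ATP (5 microM final) started the reaction, which ran 60 minutes at room temperature before ADP-Glo detection.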
WRN inhibitor: inhibitors of human WRN helicase; Q14191; WRN helicase unwinding, fluorescent forked duplex, kinetic; Potency, µM (highest dose often 114 µM), for inactives: top-dose activity change, negative = inhibition, most hits filed as inhibitors; 0.46% of 360,000 active; AID 651768; note: potency is the fitted concentration of half-maximal effect; % is set by controls: 0 for no effect and ±100 for the full control effect; nearly all actives have a fitted effect of over 55% in size
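Kinetic fluorescence helicase assay: unwinding of a quenched forked DNA duplex (100 nM final) with 2 mM ATP final raises red fluorescence (525/598 nm). Compounds sat 15 min at room temperature with 20 nM WRN beforehand.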
PLK1 PBD block: inhibitors of human PLK1 polo-box domain binding | P53350 | Plk1 PBD binding of FITC phosphopeptide, fluorescence polarization | Potency, µM, for the others: max response, negative = inhibition, most hits filed as inhibitors | 2.8% of 360,000 active | AID 720504; note: potency is the fitted concentration of half-maximal effect; series mostly up to about 57 µM; % is set by controls: 0 for no effect and ±100 for the full control effect; nearly all actives have a fitted effect of over 65% in size
Target sequence (P53350 whole entry, looked up, the tested form may be a part): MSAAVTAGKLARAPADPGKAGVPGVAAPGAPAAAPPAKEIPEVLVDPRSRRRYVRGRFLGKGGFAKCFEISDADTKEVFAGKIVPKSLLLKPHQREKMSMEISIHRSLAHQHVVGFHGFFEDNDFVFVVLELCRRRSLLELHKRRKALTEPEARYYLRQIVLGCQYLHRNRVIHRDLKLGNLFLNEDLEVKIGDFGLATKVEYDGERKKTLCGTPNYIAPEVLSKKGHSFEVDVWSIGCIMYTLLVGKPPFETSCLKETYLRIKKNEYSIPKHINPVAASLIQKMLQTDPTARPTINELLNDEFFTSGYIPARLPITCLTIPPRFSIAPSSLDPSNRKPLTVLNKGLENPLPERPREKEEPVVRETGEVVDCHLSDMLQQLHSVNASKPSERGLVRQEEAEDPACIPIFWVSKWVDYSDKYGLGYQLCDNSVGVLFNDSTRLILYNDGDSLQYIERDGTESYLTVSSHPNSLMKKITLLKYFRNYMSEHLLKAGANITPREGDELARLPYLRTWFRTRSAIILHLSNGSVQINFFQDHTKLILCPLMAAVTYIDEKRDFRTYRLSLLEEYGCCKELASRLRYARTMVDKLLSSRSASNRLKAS
EPAC1 agonist: EPAC1 (human) agonism. O95398. EPAC1 agonist qHTS, biochemical assay; response scale: 100% = response to 6.5 mM cAMP. Potency, µM (top dose mostly 154 µM), for inactives: top-dose activation, actives largely listed as activators. 0.073% of 360,000 active. AID 720707; note: potency is the fitted concentration of half-maximal effect; nearly all actives have a fitted effect of over 60% in size
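Multi-concentration qHTS readout: loss of Rap1B-bound BODIPY-GDP fluorescence driven by 100 nM EPAC1 with excess GDP (50 uM), monitored kinetically at room temperature; agonist response expressed relative to 6.5 mM cAMP.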
* = called active by the depositor; ? = inconclusive; nt = not tested or not shown. Unless noted, calls come from the whole dose curve; as a rule, active = well fitted curve in the direction sought with a large enough effect; inconclusive = small, poorly fitted or top-dose-only effect, or another doubt; inactive = no such curve, though single readings can be large; an effect the other way counts as inactive or inconclusive. Only part of the results is shown. The share of hits here may be higher or lower than overall.

nr	mol	MmCpn inh	EPAC1 antagonist	CCT chaperon mod	EPAC2 antag	PI5P4K alpha inh	WRN inhibitor	PLK1 PBD block	EPAC1 agonist
1	c1ccc(-c2csc(-n3cccn3)n2)cc1	0%	-17%	2.7	6%	0	-9%	-3%	12%
2	CSc1ccc(/C=C(\NC(=O)c2ccccc2)C(=O)NCCN2CCOCC2)cc1	4%	-1%	-0.4	2%	5	0%	-9%	3%
3	O=S1(=O)CC(N2CCN(c3ccccn3)CC2)CN1Cc1ccccc1 (stereo not given)	nt	20%	-0.3	5%	4	-1%	-10%	7%
4	CN1CCN(C(=O)C2Cc3c(-c4ccc5c(c4)OCO5)ccnc3O2)CC1 (stereo not given)	nt	-12%	0.8	19%	0	-2%	-8%	-6%
5	COc1ccc2oc(=O)c(C(=O)N3CCN(C(=O)c4ccccc4)CC3)cc2c1	1%	10%	-0.4	10%	1	-6%	-4%	-1%
6	CC(NC(=O)c1ccc(-c2cc(C(F)(F)F)ccc2Cl)o1)c1ccccc1 (stereo not given)	0%	3%	1.3	6%	nt	8%	0%	-4%
7	COc1ccc(CCNC(=O)COC(=O)CCC(=O)c2cccs2)cc1OC	0%	7%	-1.4	-4%	-1	-1%	-2%	8%
8	CCN(C(=O)COC(=O)CNC(=O)C12CC3CC(CC(C3)C1)C2)C1CCS(=O)(=O)C1 (stereo not given)	1%	-17%	-0.5	6%	-2	5%	-4%	-5%
9	CCCn1nnc(NC(=S)NC(=O)Cc2ccccc2)n1	-2%	15%	-0.7	2%	3	0%	-2%	5%
10	Clc1ccc(CSc2nnc(NC3=NCCCCC3)s2)cc1	1%	-12%	-3.9	-3%	1	-10%	2%	6%
11	CN(C)C1C(=O)c2ccccc2C1=O	-1%	10%	-2.2	10%	0	-1%	0%	-7%
12	CC(C)C(c1nnnn1C1CCCC1)N1CCC(C(N)=O)CC1 (stereo not given)	-3%	-7%	-0.4	-12%	1	-2%	-6%	0%
13	N#Cc1cc(-c2cccc(Cl)c2)c[nH]c1=O	-1%	2%	-1.6	3%	-6	-5%	-10%	5%
14	CNC(=O)C[C@H]1C(=O)N(c2ccccc2)C[C@@H]1C	nt	20%	1.9	5%	2	3%	1%	0%
15	COc1ccc(NC(=O)NNC(=O)c2ccc3ccccc3c2O)c(OC)c1	-1%	-23%	-1.6	2%	1	-6%	2%	-2%
16	O=C(CSc1n[nH]c(=O)[nH]c1=O)Nc1cccc(S(=O)(=O)N2CCOCC2)c1	2%	1%	0.6	0%	-3	-3%	-2%	2%
17	CC1=CS(=O)(=O)CC1SC(=S)N(C)C1CCS(=O)(=O)C1 (stereo not given)	-3%	11%	1.1	17%	-2	15%	-8%	-5%
18	CCOC(=O)c1cccc(NC(=O)CSc2nnnn2C)c1	-1%	-3%	-0.1	-11%	-3	-3%	0%	-3%
19	CC1CC(=O)Nc2ccccc2N1S(=O)(=O)c1cccc(F)c1 (stereo not given)	-1%	10%	-0.2	4%	-2	-1%	-2%	3%
20	Cc1ccc(S(=O)(=O)NCCC(=O)N2CCN(c3ccccc3)CC2)cc1C	-2%	-22%	-1.4	9%	-1	-2%	-23%	-14%
21	COc1ccc(CCn2c(C)cc(C(=O)CN3C(=O)C(=O)N(Cc4ccco4)C3=O)c2C)cc1	-1%	8%	3.1	2%	-8	-12%	-17%	10%
22	COc1c(C)cc(Br)cc1C(=O)Nc1ccccc1N1CCN(C(=O)c2ccccc2)CC1	-9%	15%	-2.6	4%	4	8%	-6%	12%
23	Cc1ccc(S(=O)(=O)NNC(=O)c2sc(NS(=O)(=O)c3ccccc3)nc2C)cc1	-1%	-26%	-1.8	-19%	1	-10%	-5%	0%
24	COc1ccc(CCCc2nnc(SCC(=O)Nc3cc(C)ccc3C)o2)cc1	0%	1%	-5.0	2%	nt	-9%	-1%	5%
25	CCOc1nc(C#N)nc(N2CCCCC2)n1	1%	-14%	-3.1	-10%	-4	-9%	-13%	11%

Additional records follow:
nr	mol	MmCpn inh	EPAC1 antagonist	CCT chaperon mod	EPAC2 antag	PI5P4K alpha inh	WRN inhibitor	PLK1 PBD block	EPAC1 agonist
26	Cc1cccc(C)c1N1CCN(C(=O)c2ccc3c(c2)OCO3)CC1	-1%	-10%	-2.6	-5%	1	-25%	-9%	7%
27	COc1ccc(Cc2nc3ccc(C(=O)N4CCCN(C=O)CC4)cc3o2)cc1	2%	-6%	-1.8	8%	1	3%	-26%	9%
28	O=C(O)COc1ccc2c(-c3ccccc3)cc(=O)oc2c1	3%	0%	-2.9	8%	5	-9%	-1%	2%
29	CCN1CCN(c2nc3ccccc3nc2C(C#N)S(=O)(=O)c2ccc(C)cc2)CC1 (stereo not given)	-3%	7%	-0.2	-2%	0	-5%	-6%	6%
30	Cc1[nH]c(C(=O)N/N=C/c2ccc(N(C)C)cc2)c(C)c1C(=O)N/N=C/c1ccc(N(C)C)cc1	-5%	-12%	-1.3	15%	4	-9%	13%	5%
31	CCC(NC(=O)COc1cc2c(c3oc(=O)c(C)c(C)c13)CCC(C)(C)O2)C(=O)O (stereo not given)	-9%	8%	-3.9	-6%	1	-16%	-4%	-2%
32	Cc1ccn(CC(C)C(=O)O)n1 (stereo not given)	1%	26%	0.0	0%	2	5%	-1%	2%
33	O=C(/C(C=Nc1ccc(F)cc1)=C(/O)c1ccco1)C(F)(F)F	?	-8%	0.3	1%	-10	-25%	-2%	-4%
34	COC(=O)C1=C(C)OC(N)=C(C#N)C1c1cc(OC)ccc1OC (stereo not given)	-3%	-1%	1.5	-2%	nt	-8%	-2%	6%
35	CC(=O)N1CCc2cc(S(=O)(=O)CCC(=O)Nc3ccccc3F)ccc21	2%	-17%	-0.8	0%	-10	-3%	24µM*	14%
36	C/C(=C\C(=O)c1ccccc1)NCc1ccc(F)cc1	2%	-7%	1.2	-10%	5	-13%	-2%	13%
37	CCC(C)NC(=O)c1ccccc1NC(=O)CN(c1cc(C)ccc1OC)S(C)(=O)=O (stereo not given)	-1%	-6%	1.8	2%	-4	1%	-6%	-9%
38	CC(C)Sc1nnc([C@H](C)NC(=O)OC(C)(C)C)o1	-2%	5%	-0.1	0%	nt	14%	-16%	4%
39	CC(C)Oc1ccc(C(CC(=O)O)Cc2ccccc2)cc1 (stereo not given)	-1%	-9%	-0.7	9%	-7	1%	3%	-14%
40	O=C(NCc1ccccc1)C1CCC(=O)N(CCN2CCOCC2)C1 (stereo not given)	0%	28%	-1.3	14%	-4	-10%	-9%	-9%
41	COC(=O)CC1(c2ccccc2)C(=O)c2ccccc2C1=O	-1%	-7%	1.9	-4%	nt	4%	-2%	8%
42	CC(C)N(C(=O)NC(=O)Nc1ccc(S(=O)(=O)N2CCCC2)cc1)S(C)(=O)=O	0%	6%	-2.0	3%	2	2%	1%	9%
43	CC(CCc1ccccn1)(CCc1ccccn1)C(=O)c1ccccc1	nt	-6%	-1.8	-1%	6	-9%	4%	4%
44	N/C(COc1ccc(C(=O)O)cc1)=N\O	-2%	7%	0.1	12%	-7	2%	-3%	-6%
45	O=C(COC(=O)/C=C/c1ccccc1[N+](=O)[O-])NC1CCS(=O)(=O)C1 (stereo not given)	0%	8%	1.5	7%	-5	-34%	-9%	9%
46	COc1ccc(C)cc1NC(=O)C1CCCN1S(=O)(=O)c1ccc2c(c1)CCC(=O)N2 (stereo not given)	2%	-8%	-2.3	-14%	-8	-6%	?	-2%
47	O=C(CCN1C(=O)COc2ccccc21)NCCN1CCc2ccccc2C1	-2%	18%	-2.6	7%	nt	-4%	0%	2%
48	Cc1ccc(Cl)cc1N(CC(=O)NC1CCCC1)C(=O)c1csnn1	1%	-18%	-1.6	0%	-1	3%	-8%	-8%
49	Cc1cc(C)c(C)c(S(=O)(=O)NC2CCN(Cc3ccccc3)CC2)c1C	-2%	-17%	-0.1	-11%	2	-7%	1%	1%
50	Cc1ccc(C2c3sc(=O)[nH]c3SC3C(=O)NC(=O)C32)cc1 (stereo not given)	0%	-2%	-7.9	1%	4	4%	-21%	0%

Grouped by structure: the compounds so far containing a furan ring, fused or not.
nr	mol	MmCpn inh	EPAC1 antagonist	CCT chaperon mod	EPAC2 antag	PI5P4K alpha inh	WRN inhibitor	PLK1 PBD block	EPAC1 agonist
6	CC(NC(=O)c1ccc(-c2cc(C(F)(F)F)ccc2Cl)o1)c1ccccc1 (stereo not given)	0%	3%	1.3	6%	nt	8%	0%	-4%
21	COc1ccc(CCn2c(C)cc(C(=O)CN3C(=O)C(=O)N(Cc4ccco4)C3=O)c2C)cc1	-1%	8%	3.1	2%	-8	-12%	-17%	10%
33	O=C(/C(C=Nc1ccc(F)cc1)=C(/O)c1ccco1)C(F)(F)F	?	-8%	0.3	1%	-10	-25%	-2%	-4%

(further entries)
nr	mol	MmCpn inh	EPAC1 antagonist	CCT chaperon mod	EPAC2 antag	PI5P4K alpha inh	WRN inhibitor	PLK1 PBD block	EPAC1 agonist
51	Cc1cc(C)nc(NC(N)=NC2CCCCC2)n1	2%	-17%	-0.6	8%	-6	8%	1%	-9%
52	COc1ccc2nc(Nc3nc(C)c(CCC(C)C)c(=O)[nH]3)nc(C)c2c1	2%	2%	-5.1	-4%	nt	-12%	2%	4%
53	COc1ccc(OC)c(N(CCN2C(=O)c3ccccc3C2=O)C(=O)C2CCC(=O)C2C)c1 (stereo not given)	nt	8%	0.2	-2%	-2	-3%	-2%	3%
54	Cc1ccc(N(CC(=O)NCc2ccco2)C(=O)CNS(=O)(=O)c2ccccc2)c(C)c1	2%	-13%	-1.5	-13%	1	-2%	-5%	1%
55	O=C(COC(=O)c1cc(Br)c(Br)s1)NCCC1=CCCCC1	-20%	9%	0.7	2%	-3	4%	-10%	-9%
56	CC(=O)NC(C1C(=O)CC(C)(C)CC1=O)(C(F)(F)F)C(F)(F)F	0%	12%	0.4	11%	nt	7%	-3%	-7%
57	CC(=O)OCc1ccccc1Sc1ccccc1C(=O)NCc1ccccc1	2%	7%	1.4	-20%	4	-3%	1%	5%
58	Fc1ccc(COc2ccc(-c3nnco3)cc2)cc1	-1%	22%	2.6	-11%	-3	9%	3%	-1%
59	CCN(CC)CCn1c(N)cc(=O)[nH]c1=O	1%	3%	0.0	1%	-1	4%	-11%	0%
60	CC(C(=O)NCc1ccccc1Cl)N1C(=O)c2ccccc2C1=O (stereo not given)	-1%	0%	-1.9	-2%	1	11%	-7%	5%
61	CC(C)NC(=O)C(=O)Nc1cc2c3c(c1)CCC(=O)N3CCC2	-2%	-4%	-1.1	5%	6	3%	-15%	5%
62	CCOCCC(=O)Nc1ccc2c(c1)c(=O)n(C)n2C/C=C/c1ccccc1	nt	-8%	-1.4	-6%	2	-5%	-9%	-11%
63	COc1cccc(NC(=O)CN2CCN(C(=O)c3ccco3)CC2)c1	0%	7%	-0.3	12%	0	-13%	-3%	-20%

Screens from PubChem BioAssay.
